From PubChem
PAFAH2 FP inh: PAFAH2 (human) inhibition | recombinant PAFAH2, FP-rhodamine activity probe, fluorescence polarization | inhibition, % at 3.39 µM | 340,000 compounds, 0.99% hits | AID 492956;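 active = inhibition above the mean over all tested compounds plus 3 SD, cut at about 30% in these data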;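 also: inhibitors block probe labeling of enzyme so polarization drops; 0% = enzyme with DMSO and 100% = wells lacking PAFAH2 protein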
PAFAH1B3 FP inh: PAFAH1B3 (human) inhibition; Q15102; recombinant PAFAH1B3, FP-rhodamine probe, fluorescence polarization; inhibition, % at 3.39 µM; 340,000 compounds, 0.28% hits; AID 492972;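 active = inhibition above the screen-wide average of all tested compounds plus 3 SD, cut at about 25% in these data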;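 also: 0% = enzyme with DMSO only and 100% = wells lacking PAFAH1B3 protein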
Target sequence (Q15102 whole entry, looked up): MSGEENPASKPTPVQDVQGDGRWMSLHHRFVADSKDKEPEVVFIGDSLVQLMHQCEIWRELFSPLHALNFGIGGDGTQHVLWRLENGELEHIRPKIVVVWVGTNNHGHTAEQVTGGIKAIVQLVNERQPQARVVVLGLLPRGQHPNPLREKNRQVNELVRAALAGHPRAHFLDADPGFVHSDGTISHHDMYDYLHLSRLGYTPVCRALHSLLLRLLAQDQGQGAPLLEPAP
PREPL inhibitor: inhibits the human prolyl oligopeptidase-like enzyme | Q4J6C6 | recombinant PREPL, fluorescence polarization activity-based probe | inhibition, % at 5.96 µM | 320,000 compounds, 0.68% hits; in the data active = inhibition above about 43%;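 also: 0% = enzyme with DMSO and 100% = wells lacking enzyme; many of its hits are not listed in these tables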
pPAFAH inh: inhibitors of human plasma PAF acetylhydrolase (pPAFAH); Q13093; 330,000 compounds, 1.5% hits; inhibition, % at 3.39 µM; AID 463082; recombinant pPAFAH, FP-rhodamine probe fluorescence polarization;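 active = inhibition above the mean inhibition across the screen plus 3 SD, cut at about 25% in these data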;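 also: inhibitors block binding of the rhodamine activity-based probe so polarization drops; 0% = enzyme with DMSO and 100% = wells lacking pPAFAH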
Target sequence (Q13093 whole entry, looked up): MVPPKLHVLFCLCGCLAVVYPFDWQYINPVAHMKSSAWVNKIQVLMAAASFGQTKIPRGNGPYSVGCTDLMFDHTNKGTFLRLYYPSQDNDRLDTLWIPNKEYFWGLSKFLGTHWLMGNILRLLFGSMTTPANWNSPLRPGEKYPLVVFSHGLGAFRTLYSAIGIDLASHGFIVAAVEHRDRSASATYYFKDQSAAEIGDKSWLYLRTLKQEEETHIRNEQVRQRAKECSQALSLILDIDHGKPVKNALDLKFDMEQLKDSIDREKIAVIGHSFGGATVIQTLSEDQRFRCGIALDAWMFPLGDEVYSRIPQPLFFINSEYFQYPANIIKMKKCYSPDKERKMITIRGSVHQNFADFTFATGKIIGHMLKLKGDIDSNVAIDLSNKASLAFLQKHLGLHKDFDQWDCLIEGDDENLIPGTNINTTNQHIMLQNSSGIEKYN
LYPLA1 inh: counter-screen for PME1 inhibitors: inhibitors of human LYPLA1; recombinant LYPLA1, FP-Rh probe fluorescence polarization; inhibition, % at 5.9 µM; 320,000 compounds, 0.16% hits;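 active = inhibition above the mean of all tested compounds plus 3 SD, set per campaign, cut at about 14% in these data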;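 also: inhibitors block serine hydrolase probe labeling of LYPLA1 so polarization falls; 0% = enzyme with DMSO and 100% = wells lacking LYPLA1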
PAFAH1B2 inh: PAFAH1B2 (human) inhibition; inhibition, % at 3.39 µM; AID 492953; recombinant PAFAH1B2, FP-rhodamine activity probe, fluorescence polarization; P68402; 340,000 compounds, 1.2% hits;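 active = inhibition above the mean of all tested compounds plus 3 SD, cut at about 24% in these data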;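 also: 0% = enzyme with DMSO and 100% = wells lacking PAFAH1B2; many of its hits are not listed in these tables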
EBNA-1 inhibitor: blocks EBNA-1 binding to DNA. 300,000 compounds, 0.34% hits. EBNA-1 DNA binding, fluorescence polarization. inhibition, % at 14.8 µM; in the data active = inhibition above about 28%
LYPLA2 inh: counter-screen for PME1 inhibitors: inhibitors of human LYPLA2 | O95372 | recombinant LYPLA2, FP-Rh probe fluorescence polarization | inhibition, % at 5.9 µM | 320,000 compounds, 0.38% hits;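 active = inhibition above the screen-wide mean plus 3 SD, limit set per campaign, cut at about 26% in these data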;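 also: 0% = LYPLA2 with DMSO and 100% = wells lacking LYPLA2 enzyme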
Target sequence (O95372 whole entry, looked up): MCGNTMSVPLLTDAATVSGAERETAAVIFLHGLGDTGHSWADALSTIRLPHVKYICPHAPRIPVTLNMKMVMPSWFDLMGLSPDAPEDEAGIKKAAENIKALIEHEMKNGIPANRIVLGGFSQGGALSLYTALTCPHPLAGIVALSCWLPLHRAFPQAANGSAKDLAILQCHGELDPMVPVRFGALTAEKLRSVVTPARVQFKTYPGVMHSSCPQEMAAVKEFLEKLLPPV
ZTA counter: counter-screen for EBNA-1 inhibitors: inhibitors of Epstein-Barr virus ZTA | P03206 | ZTA-DNA binding, fluorescence polarization | inhibition, % at 11 µM | 320,000 compounds, 0.15% hits; in the data active = inhibition above about 33%
Starred values were filed as active, the others as inactive; . = no result given.

SMILES	PAFAH2 FP inh	PAFAH1B3 FP inh	PREPL inhibitor	pPAFAH inh	LYPLA1 inh	PAFAH1B2 inh	EBNA-1 inhibitor	LYPLA2 inh	ZTA counter
CCCOC(=O)c1ccc(NC(=O)CN(C)Cc2cccs2)cc1	3	7	18	6	-2	4	10	-4	2
COc1ccccc1NC(=O)CSc1nnc(C)n1CCc1ccccc1	-6	5	3	-2	-1	2	-2	5	13
Cc1ccc(S(=O)(=O)N2CCCCC2)cc1NC(=O)c1ccccc1Cl	0	13	2	3	.	10	.	.	.
O=C(CN1CCN(CCN2C(=O)c3cccc4cccc(c34)C2=O)CC1)c1ccc(F)cc1	6	9	16	1	0	7	7	3	-7
CCN(CC)C(=O)/C(=C\c1cccc([N+](=O)[O-])c1)NC(=O)c1ccco1	14	4	9	6	2	4	-11	-5	1
C=CCNC(=O)c1ccc(-c2cccc([N+](=O)[O-])c2)o1	-2	0	23	-3	0	0	12	7	-22
CN1CCN(S(=O)(=O)c2ccc(SCCOc3ccccc3)nc2)CC1	-6	-3	36	2	0	9	8	2	3
Cc1ccc(-c2nc3c(=O)n(C)c4ccccc4c3o2)cc1	4	9	-37	3	-3	-3	2	1	-5
CCC(=O)NC(=S)Nc1ccccc1C(=O)OC	7	-4	-7	4	2	1	-1	3	11
Cc1cc(=O)[nH]c(N/N=C/CCc2ccccc2)n1	13	6	-6	10	0	6	1	5	4
CC1CN(C(=O)c2cccc(Oc3ccccc3)c2)CC(C)O1 (stereo unspecified)	-2	8	4	8	3	6	-3	3	4
CCOC(=O)c1cc(NC(=O)Nc2ccccc2OC)c(C)nc1C	5	5	0	-3	4	2	-6	2	-9
CCC(C)N1C(=O)c2ccccc2C1C(=O)NC1CCCCCC1 (stereo unspecified)	-1	-1	3	4	0	3	-4	-1	0
Cc1ccc(N2CCN(C(=O)N3CCOCC3)CC2)cc1C	-4	-3	4	1	3	3	3	-2	8
Cc1ccc2c(c1)c1ncnc(N3CCOCC3)c1n2C	3	8	-3	5	-2	4	-3	7	-3
C=CCN1C(=O)CN=C1Nc1cc(C)ccc1C	2	1	0	2	1	5	-4	-3	-2
Cc1cc2oc(C(=O)N(Cc3ccccc3)c3ccccn3)cc(=O)c2cc1Cl	.	.	2	7	1	.	-11	3	-7
Cc1cnc(C(=O)NC(C)CCc2ccccc2)cn1 (stereo unspecified)	4	8	-1	4	-5	11	-6	-2	8
O=C(O)C1=C[C@H](c2csc3ccccc23)C[C@H](OCCCCO)O1	0	5	19	1	0	-3	1	1	-12
COc1ccc(-c2nc(CSCC(=O)N3CCc4ccccc4C3)c(C)o2)cc1OC	-5	10	9	3	4	1	-2	-1	2
Cc1ccc(C(=O)Nn2cnc3ccccc3c2=O)cc1C	9	-1	19	1	3	4	-8	10	-10
CC1CCCC(C)N1C(=O)COc1ccc([N+](=O)[O-])cc1Cl (stereo unspecified)	1	2	0	2	-1	1	-11	0	12
Cc1ccc(NC(=O)CSc2ncn[nH]2)c([N+](=O)[O-])c1	-2	-2	1	4	.	6	.	.	.
O=C1CCN2C=Nc3cccc4ccc1c2c34	12	2	9	15	1	6	-5	-1	-5
OCCNCCNCc1ccc(-c2ccccc2)cc1	.	.	27	7	0	.	5	2	0
COc1cc(/C=C/C(=O)Nc2ccc(C)cc2)cc(OC)c1OC	10	4	14	5	-4	-5	10	0	-4
CCC(=O)NC(=S)Nc1cccc(NC(=O)c2ccccc2C)c1	5	5	10	-4	1	8	-10	3	3
CC1CCN(Cc2c(C#N)c3ccccc3n2C)CC1	-9	9	-5	-1	-2	1	6	-9	18
CC1CCC(C(=O)NC(C(=O)NCCCN2CCOCC2)C(C)C)CC1 (stereo unspecified)	4	5	-2	2	0	4	6	-4	3
COc1ccc(/C=N\Nc2ccc([N+](=O)[O-])cc2)c(C(=O)O)c1OC	2	3	2	1	-4	4	8	-4	-15
O=c1[nH]nnc2sc3c(c12)CCCC3	5	6	9	4	0	0	0	-5	14
COc1ccc(-c2nnn(CC(=O)N(C3CCCC3)C(C)C(=O)NC3CCCC3)n2)cc1OC (stereo unspecified)	3	9	-1	1	0	0	13	4	-7
COc1ccc(CCNC(=O)Nc2cccc([N+](=O)[O-])c2)cc1	0	2	-1	-4	0	3	7	-4	-6
CC(C)NC(=O)NC(=O)COC(=O)c1cccc(OC(F)F)c1	2	5	-1	6	2	-5	2	-2	-20
CCC(C)c1ccc(OCC(=O)O)cc1 (stereo unspecified)	5	-1	1	6	0	10	-10	10	1
CN1N=C2c3ccccc3CCC2C1c1ccc(F)cc1 (stereo unspecified)	.	.	-7	0	1	.	-10	5	-10
O=C(CSc1n[nH]c(-c2cccs2)n1)N1CCCc2ccccc21	8	-2	12	2	0	5	5	4	-19
O=C1NC[C@@H](c2ccccc2)OC(=O)[C@@H](Cc2ccc(F)cc2)CC/C=C/C[C@H]1CC(=O)N(CCO)Cc1ccccc1	1	10	26	20	.	66*	.	.	.
CCOC(=O)N1CCN(S(=O)(=O)c2ccc(C)c(C(=O)NC3CCCCC3)c2)CC1	-11	-6	5	2	-2	0	9	0	12
O=C(Nc1ccc(-c2csc(Nc3cccc(C(F)(F)F)c3)n2)cc1)c1ccccc1	1	10	3	12	-24	-5	7	-25	-1

One compound at a time (already shown). Screens in order: PAFAH2 FP inh	PAFAH1B3 FP inh	PREPL inhibitor	pPAFAH inh	LYPLA1 inh	PAFAH1B2 inh	EBNA-1 inhibitor	LYPLA2 inh	ZTA counter
Entry for CC1CCCC(C)N1C(=O)COc1ccc([N+](=O)[O-])cc1Cl (stereo unspecified) : 1	2	0	2	-1	1	-11	0	12
Entry for O=c1[nH]nnc2sc3c(c12)CCCC3 : 5	6	9	4	0	0	0	-5	14

More structures follow:
SMILES	PAFAH2 FP inh	PAFAH1B3 FP inh	PREPL inhibitor	pPAFAH inh	LYPLA1 inh	PAFAH1B2 inh	EBNA-1 inhibitor	LYPLA2 inh	ZTA counter
CCOc1ccc(N2C(=O)CS/C2=N/NC(=O)COc2ccc3ccccc3c2)cc1	6	-5	22	2	1	-2	-11	-5	4
CCCN(CC(=O)Nc1ccccc1C)C(=O)/C=C/c1ccc(S(=O)(=O)N2CCCCCC2)cc1	4	8	2	7	0	6	-15	-4	-16
O=C(Oc1ccc2c(=O)c(Cl)coc2c1)c1cccnc1	4	0	5	1	-3	5	-2	-4	2
Cn1c2c(c3ccccc31)CCN=C2c1ccccc1	-4	4	5	4	-3	0	16	-3	27
O=C(O)[C@H]1CC=C[C@H]2CCN(Cc3ccc(Cl)c(Cl)c3)C(=O)[C@@H]12	3	14	.	11	.	4	.	.	.
Cc1ccc(N2CCN(/N=C/c3ccccc3)CC2)cc1	0	8	15	1	1	-1	-3	1	0
COc1ccc(Cn2c(=O)[nH]c3cc(C(=O)Nc4ccccc4C)ccc32)cc1	1	3	-22	3	-5	2	3	-5	16
CNC(=S)Nc1cccc(C(C)=O)c1	-2	-5	-2	1	-2	-2	10	-4	-5
Cc1nn(C)cc1C(=O)Nc1ccccc1Br	-4	-4	1	0	-2	-2	1	-3	-6
Cn1cc([N+](=O)[O-])c(C(=O)N/N=C/c2cc3c(cc2Br)OCO3)n1	6	13	15	-2	3	1	3	7	-12
COc1ccc(N(C)S(=O)(=O)c2cccc3nsnc23)cc1	-2	-6	9	0	-1	-2	8	0	-6
C=CC[C@H](CC(=O)OC(C)(C)C)C(=O)OC[C@@H]1CCCN1C(=O)[C@@H](CC=C)CC(=O)NCCO	0	3	9	3	.	1	.	.	.
O=C(NCCNC1CCC(c2ccccc2)CC1)c1cccs1 (stereo unspecified)	-14	7	-48	-1	-1	-1	1	5	7
CN(C)c1ccc(C(C(=O)NCC2CCCO2)N(C(=O)c2snc(C(N)=O)c2N)c2ccc3c(c2)OCO3)cc1 (stereo unspecified)	-6	0	10	3	0	6	-12	-2	16
COc1cc([C@H]2[C@@H]3CCCC[C@]3(O)CCN2CC(=O)Nc2ccc(C)cc2C)ccc1O	-1	6	19	5	2	-1	-9	4	-10
CCOc1cc(C(=O)OCC(=O)Nc2cc(C)on2)ccc1OCC(C)C	33*	7	7	0	3	0	4	6	2
Cc1ccc(C(=O)Nc2ccc3c(c2)CCC3)cc1	3	6	0	1	-1	2	-1	-1	10
NCCCC[C@H]1CNC(=S)N1CCc1cccc(F)c1	-5	3	21	1	4	6	1	3	1
Clc1ccc(-c2nc3ncccn3c2Cl)cc1	-2	9	9	3	-1	-1	6	4	-10
COc1cc(C(=O)NCC(c2ccccc2)N(C)C)ccc1OCC(=O)N1CCOCC1 (stereo unspecified)	-5	0	-14	-4	-1	3	9	-2	4

As a working copy, some entries already given.
SMILES	PAFAH2 FP inh	PAFAH1B3 FP inh	PREPL inhibitor	pPAFAH inh	LYPLA1 inh	PAFAH1B2 inh	EBNA-1 inhibitor	LYPLA2 inh	ZTA counter
COc1ccc(Cn2c(=O)[nH]c3cc(C(=O)Nc4ccccc4C)ccc32)cc1	1	3	-22	3	-5	2	3	-5	16
CNC(=S)Nc1cccc(C(C)=O)c1	-2	-5	-2	1	-2	-2	10	-4	-5
Cc1nn(C)cc1C(=O)Nc1ccccc1Br	-4	-4	1	0	-2	-2	1	-3	-6
Cn1cc([N+](=O)[O-])c(C(=O)N/N=C/c2cc3c(cc2Br)OCO3)n1	6	13	15	-2	3	1	3	7	-12
COc1ccc(N(C)S(=O)(=O)c2cccc3nsnc23)cc1	-2	-6	9	0	-1	-2	8	0	-6
C=CC[C@H](CC(=O)OC(C)(C)C)C(=O)OC[C@@H]1CCCN1C(=O)[C@@H](CC=C)CC(=O)NCCO	0	3	9	3	.	1	.	.	.
O=C(NCCNC1CCC(c2ccccc2)CC1)c1cccs1 (stereo unspecified)	-14	7	-48	-1	-1	-1	1	5	7
CN(C)c1ccc(C(C(=O)NCC2CCCO2)N(C(=O)c2snc(C(N)=O)c2N)c2ccc3c(c2)OCO3)cc1 (stereo unspecified)	-6	0	10	3	0	6	-12	-2	16
COc1cc([C@H]2[C@@H]3CCCC[C@]3(O)CCN2CC(=O)Nc2ccc(C)cc2C)ccc1O	-1	6	19	5	2	-1	-9	4	-10
CCOc1cc(C(=O)OCC(=O)Nc2cc(C)on2)ccc1OCC(C)C	33*	7	7	0	3	0	4	6	2
Cc1ccc(C(=O)Nc2ccc3c(c2)CCC3)cc1	3	6	0	1	-1	2	-1	-1	10
NCCCC[C@H]1CNC(=S)N1CCc1cccc(F)c1	-5	3	21	1	4	6	1	3	1
Clc1ccc(-c2nc3ncccn3c2Cl)cc1	-2	9	9	3	-1	-1	6	4	-10
COc1cc(C(=O)NCC(c2ccccc2)N(C)C)ccc1OCC(=O)N1CCOCC1 (stereo unspecified)	-5	0	-14	-4	-1	3	9	-2	4

(listing goes on)
SMILES	PAFAH2 FP inh	PAFAH1B3 FP inh	PREPL inhibitor	pPAFAH inh	LYPLA1 inh	PAFAH1B2 inh	EBNA-1 inhibitor	LYPLA2 inh	ZTA counter
CCOc1cccc2sc(N(CCN(C)C)C(=O)/C=C/c3cccs3)nc12	-5	0	21	6	-4	0	2	-5	18
COc1ccc(CC(=O)N2CCN(c3ccccc3OC)CC2)cc1OC	0	0	7	5	6	-3	-5	9	3
O=C1CC(NS(=O)(=O)c2cccnc2)CN1c1cccc(F)c1 (stereo unspecified)	1	11	-2	4	-1	3	-12	-2	-12
COc1cc2c(cc1OC)CN(Cc1cc(=O)oc3cc(C)c(C)cc13)CC2	-3	8	29	3	-2	1	10	-2	4
COc1cc2cc(CCO)oc(=O)c2cc1OC	-4	0	14	-2	.	-5	.	.	.

This is a subset. The share of hits here may be higher or lower than overall.
